High-throughput results deposited in PubChem by several laboratories.
CRFR2-BP ag – CRF-BP/CRF-R2 complex agonism; activation, % at 13.2 µM; HEK293 CRF-R2/CRF-BP, calcium dye fluorescence (FLIPR); percent of saturating CRF peptide response; hit rate 0.46% among 350,000; AID 588473;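 active = activation of at least 50%, plus an integration ratio under a set limit after plate pattern correction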;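 also: plate controls were neutral control wells without compound for no effect and CRF at EC100 for full effect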
CHRM4 PAM – potentiates acetylcholine response at human M4 receptor; P08173; CHO-K1 hM4/Gqi5, Fluo-8 calcium fluorescence, ACh EC20; 0% = ACh EC20, 100% = maximal ACh; hit rate 0.4% among 360,000; AID 624126; activation, % at 3 µM;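 active = activation above its plate's cutoff, the mean activation of sample wells plus 3 SD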; also: some results filed as inactive read as strong as hits
CHRM5 agonist – CHRM5 agonism in calcium assay | P08912 | CHO-K1 hM5 cells, Fluo-8 calcium fluorescence; 0% DMSO wells, 100% maximal acetylcholine response | activation, % at 3 µM | hit rate 0.19% among 360,000;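 active = activation above the run's mean over test compounds plus 3 SD, cut at about 23% in these data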;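 also: signal is peak over basal fluorescence ratio across the kinetic read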
Target sequence (P08912 whole entry, looked up): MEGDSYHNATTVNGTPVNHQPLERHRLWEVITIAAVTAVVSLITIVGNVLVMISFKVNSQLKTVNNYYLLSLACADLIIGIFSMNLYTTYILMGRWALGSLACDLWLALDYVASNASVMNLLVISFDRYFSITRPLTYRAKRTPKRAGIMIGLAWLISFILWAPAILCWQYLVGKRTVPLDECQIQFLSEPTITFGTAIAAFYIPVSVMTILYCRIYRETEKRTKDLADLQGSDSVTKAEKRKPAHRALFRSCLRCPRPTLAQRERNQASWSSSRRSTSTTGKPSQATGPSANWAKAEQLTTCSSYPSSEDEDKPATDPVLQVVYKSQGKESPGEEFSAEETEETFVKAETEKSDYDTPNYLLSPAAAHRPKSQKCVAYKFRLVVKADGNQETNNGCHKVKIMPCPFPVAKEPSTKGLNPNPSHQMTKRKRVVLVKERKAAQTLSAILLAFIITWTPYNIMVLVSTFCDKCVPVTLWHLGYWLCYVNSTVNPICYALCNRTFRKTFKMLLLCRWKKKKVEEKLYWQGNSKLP
M1 PAM – human CHRM1 positive allosteric modulation. CHO-K1 hM1, Fluo-8 calcium fluorescence, ACh EC20; 0% = ACh EC20, 100% = maximal ACh. hit rate 0.088% among 360,000. P11229. activation, % at 3 µM; in the data active = activation above about 19%, passing the limit was not always enough
CHRM5 PAM – CHRM5 positive allosteric modulation | P08912 | CHO-K1 hM5, Fluo-8 calcium, ACh EC20 PAM; 0% = ACh EC20, 100% = ACh EC100 | activation, % at 3 µM | hit rate 0.3% among 360,000 | AID 624038;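 active = activation above the run cutoff, the mean activation of all test compounds plus 3 SD, cut at about 18% in these data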
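System – CHO-K1 hM5 cells · Compound – 3 µM, single dose · Incubation – compound preincubation 140 s before EC20 acetylcholine addition · Technique – Fluo-8 calcium fluorescence · Measure – Max/basal fluorescence ratio as % of EC20–EC100 ACh window · Benchmarks – low control EC20 acetylcholine (0%), high control EC100 acetylcholine (100%) · Replication – singlicate, one well per test compound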
M4 antag – CHRM4 antagonism in calcium assay. P08173. CHO-hM4 cells, ACh EC80, Fluo-8 calcium fluorescence. inhibition, % at 3 µM. hit rate 0.73% among 360,000. AID 624125;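 active = inhibition above its plate's cutoff, the mean inhibition of sample wells plus 3 SD, cut at about 27% in these data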;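 also: 0% = acetylcholine EC80 with DMSO and 100% = DMSO without agonist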
M5 antag – antagonists of human muscarinic M5 receptor (CHRM5) | AID 624040 | inhibition, % at 3 µM | P08912 | CHO-hM5 cells, Fluo-8 calcium fluorescence, ACh EC80 | hit rate 0.59% among 360,000;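 active = inhibition above a per-plate cutoff, the mean of that plate's test compounds plus 3 SD, cut at about 27% in these data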;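 also: 0% = acetylcholine EC80 with DMSO and 100% = DMSO without agonist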
M1 antag – antagonists of human M1 muscarinic receptor; CHO-K1 hM1, Fluo-8 calcium fluorescence, ACh EC80 antagonist; inhibition, % at 3 µM; hit rate 1.3% among 360,000; AID 588852;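 active = percent inhibition above its own plate's cutoff, namely the mean of that plate's compound wells plus 3 SD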;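 also: peak over basal fluorescence ratio during 140 s after agonist addition; 0% = ACh EC80 plus DMSO and 100% = DMSO alone without agonist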
M4 ag – CHRM4 agonism in calcium assay. activation, % at 3 µM. P08173. CHO-K1 hM4/Gqi5, Fluo-8 calcium fluorescence; vehicle 0%, full acetylcholine response 100%. hit rate 0.14% among 360,000;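 active = activation above the run mean over all test wells plus 3 SD, cut at about 32% in these data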;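 also: peak over basal fluorescence ratio per well then scaled between controls; 0% = DMSO wells and 100% = acetylcholine at EC100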
* marks the source's active call; other numbers are inactive results; nt = not tested or not shown. Outcome played no part in choosing rows. About 2.8% of those tested had a hit in this group.

cpd	canonical_smiles	M1 PAM	CHRM4 PAM	M1 antag	CHRM5 PAM	M5 antag	M4 ag	CRFR2-BP ag	M4 antag	CHRM5 agonist
1	COc1ccc(NC(=O)Cn2c(=O)n(-c3ccc(CC(=O)NCc4ccco4)cc3)c(=O)c3ccccc32)cc1	10	9	-13	3	8	1	1.7	3	0
2	O=C(NC1CCCC1)C1CC1c1ccccc1 (stereo not drawn)	3	5	-5	-3	3	0	1.8	6	0
3	O=C(NCC1CCCO1)c1cc2c(=O)[nH]c3ccccc3c2s1 (stereo not drawn)	8	2	-11	-1	5	3	-1.1	8	3
4	Cc1ccccc1NC(=O)Cc1nc(COC(=O)/C=C/c2ccccc2)cs1	-3	-5	1	-6	7	8	0.8	5	-2
5	O=C(NCCCN1CCCC1=O)c1cc(=O)c2ccccc2o1	11	5	-9	-2	2	1	-0.6	-7	-2
6	CCc1c(C)nc2ncnn2c1Nc1ccc(C(C)=O)cc1	1	9	-18	-1	-2	1	4.0	-12	-4
7	Cc1cc(NC(=O)C(C)Oc2ccc(Cl)cc2Cl)n(-c2ccccc2)n1 (stereo not drawn)	8	6	-11	2	3	-2	0.4	-4	-3
8	Cc1cc(C)cc(Nc2nc(-c3ccc(S(=O)(=O)N4CCCC4)cc3)cs2)c1	-7	-5	10	-7	13	-2	-1.1	2	-3
9	CCOC(=O)c1cnc2c(-c3ccc(Cl)cc3)c(C)nn2c1N	7	12	-5	4	-4	-1	-0.3	-3	-1
10	Cc1cc(C)n(-c2ccc(Cl)c(C(=O)O)c2)n1	20	2	-12	-8	-2	1	-2.4	-1	-1
11	Cc1nn(C)c(C(=O)Nc2ccc(Cn3cccn3)cc2)c1[N+](=O)[O-]	10	8	-7	-1	-7	3	0.7	-1	1
12	O=c1c(-c2ccco2)nc2ccccc2n1C(CCc1ccccc1)c1nc2ccccc2[nH]1 (stereo not drawn)	nt	-7	nt	1	-6	1	nt	-4	0
13	O=C(CN1C(=O)c2ccccc2S1(=O)=O)NCCc1ccc(F)cc1	1	-1	1	-13	18	0	-1.0	-3	2
14	O=C(Cc1ccc(Cl)cc1)Nc1ccc(Cl)cn1	-3	-2	-3	21*	-8	-1	-2.1	-3	0
15	O=C(N/N=C1\CCCc2oc(C(=O)O)cc21)c1ccccc1	13	6	-15	2	0	2	0.1	-9	-4
16	CCCC(=O)Nc1cccc(-c2nc3ccccc3o2)c1	-3	-3	7	-14	-5	6	32	1	-6
17	CCCn1cc(CN2CCC(n3nccc3NC(=O)CCOc3ccccc3)CC2)c(C)n1	0	-2	4	-5	7	1	1.5	-3	-3
18	O=C(CSc1nc(-c2ccccc2)cs1)Nc1cccc([N+](=O)[O-])c1	-11	-4	11	-13	15	6	-0.1	4	1
19	Cc1cc(C)c(S(C)(=O)=O)c(Oc2cccc(C(F)(F)F)c2)n1	13	17	11	2	11	-1	-1.5	-7	-3
20	CNc1snc(C)c1C(=O)OCC(=O)Nc1ccc(C)cc1F	-4	-3	8	-3	3	10	-0.9	-5	2

Going on with the list:
cpd	canonical_smiles	M1 PAM	CHRM4 PAM	M1 antag	CHRM5 PAM	M5 antag	M4 ag	CRFR2-BP ag	M4 antag	CHRM5 agonist
21	CN(CC(=O)O/N=C(\N)c1ccccn1)S(=O)(=O)c1ccccc1	0	3	1	13	-1	-1	-5.2	9	0
22	CN1CCN(C(CNC(=O)Nc2ccc(Cl)cc2)c2ccc(F)cc2)CC1 (stereo not drawn)	1	-4	-2	1	-8	7	3.6	-6	-9
23	COc1ccc(N)cc1S(=O)(=O)Nc1ccccc1Cl	-1	-9	3	0	4	1	0.7	12	-3
24	CCCC(CCC(=O)Nc1cccc([N+](=O)[O-])c1)C(=O)O (stereo not drawn)	5	1	-5	3	5	0	0.3	12	5
25	Cn1ncc2c(Nc3ccc(Cl)c(Cl)c3)ncnc21	1	8	-2	4	-1	10	0.2	-8	3
26	Cc1c(C(=O)N(Cc2cccc(Br)c2)C2CCS(=O)(=O)C2)oc2ccc(F)cc12 (stereo not drawn)	11	-3	-15	0	8	3	0.4	-2	-1
27	COC(=O)C1=CN(c2cc(C)cc(C)c2)C=C(C(=O)OC)C1c1ccc(OC)c(O)c1	8	-6	-9	2	0	-1	7.8	-5	-3
28	Cc1cc(C)n2nc(SCCOc3ccccc3)nc2n1	7	21*	-8	3	5	2	-2.2	-22	1
29	CCn1c(CNC(=O)Cc2ccc(OC)cc2)nnc1SCC(=O)c1ccc(Br)cc1	15	19	-3	8	-3	0	47	1	1
30	CCOC(=O)C(NC(=O)c1ccccc1)C(C)(C)SCc1ccccc1 (stereo not drawn)	0	-2	-9	-18	7	1	-2.4	0	3
31	CCN1C(=O)/C(=C/N2CCc3ccccc3C2)SC1=S	-10	1	13	-7	17	0	1.4	0	-4
32	CN(Cc1cnn(-c2ccccc2)c1)C(=O)c1cccc(S(=O)(=O)N(C)c2ccccc2)c1	-14	-12	15	-9	8	15	0.5	3	2
33	Fc1ccc(-n2c(Cc3ccccc3)nnc2SCc2nc(-c3cccs3)no2)cc1	0	16	-4	2	1	1	0.3	-10	-5
34	CC(C)(C)N(Cc1ccccc1)C(=O)c1ccncc1	11	11	-16	4	5	nt	-0.5	-6	-1
35	COc1ccc(CCNC(=O)COc2ncnc3cc([N+](=O)[O-])ccc23)cc1	2	0	-2	6	-6	2	0.8	2	1
36	CC(=O)Nc1cc(-c2ccccc2)nn1Cc1ccc(Cl)cc1	6	-3	-5	6	-14	3	0.2	-4	0
37	Nc1nc(NCCCN2CCOCC2)nc(Nc2ccccc2)c1[N+](=O)[O-]	6	-2	-16	0	3	2	-1.8	-1	3
38	COC(=O)C1=C(C)NC(=O)NC1c1ccc(N2CCC(c3ccccc3)=N2)cc1 (stereo not drawn)	-6	-8	4	-4	2	1	-0.8	5	-4
39	O=C(Nc1ccc(S(=O)(=O)N2CCCCC2)cc1)c1ccc(CN2CCc3ccccc3C2)cc1	-12	-16	27	-12	16	8	4.6	40*	-4
40	O=C(NCc1ccc2c(c1)OCO2)C(=O)NCC1OCCN1S(=O)(=O)c1ccccc1 (stereo not drawn)	6	-3	-7	-4	-1	2	-0.8	8	-1

Continued:
cpd	canonical_smiles	M1 PAM	CHRM4 PAM	M1 antag	CHRM5 PAM	M5 antag	M4 ag	CRFR2-BP ag	M4 antag	CHRM5 agonist
41	COc1ccc(O)c(CN2CCN(CCCc3ccccc3)C(CCO)C2)c1 (stereo not drawn)	0	-14	-13	-6	2	3	-0.7	8	-19
42	COCCCNC(=O)CCc1ccc(S(=O)(=O)Nc2ccc(C)cc2)cc1	2	6	-7	14	4	1	0.3	23	1
43	O=C(NCC1CCCO1)c1ccc2c3n(nc2c1)-c1ccccc1CO3 (stereo not drawn)	0	-4	-4	4	8	4	-1.0	-1	-2
44	COc1cccc(-n2c(=O)c3sccc3n(CC(=O)NC3CCCCC3)c2=O)c1	13	-2	-15	4	2	1	0.1	-12	-3
45	Cc1ccc2nc(SCC(=O)NC3CCCC3)[nH]c2c1	-5	-1	17	-3	15	2	0.5	8	0
46	CCOCCCN(C(=O)c1snc(C(N)=O)c1N)C(C(=O)NC1CCCC1)c1ccc(O)c(OC)c1 (stereo not drawn)	16	-2	-3	4	-1	1	-1.0	-12	-1
47	COc1ccc(N2C(=O)CSC2c2ccc3c(c2)OCO3)c(OC)c1 (stereo not drawn)	9	-4	-4	3	-4	1	-0.3	3	-11
48	CN(C)C(=O)c1ccc(NC(=O)COC(=O)Cn2cc(C(F)(F)F)ccc2=O)cc1	18	12	-11	7	3	3	0.8	-1	5
49	CCn1c(-c2csc(-c3ccccc3)n2)n[nH]c1=S	6	-4	-4	0	-8	-4	-4.2	-9	-8
50	Cc1cc(C(=O)N2CCN(S(=O)(=O)c3ccccc3F)CC2)c(C)o1	7	5	-7	0	-4	3	-2.7	-6	-2
51	O=C(CSc1ccccn1)N/N=C/c1ccccc1[N+](=O)[O-]	-2	-3	0	0	0	1	-1.4	1	-1
52	C=CCn1c(SCC(=O)Nc2cccc(S(N)(=O)=O)c2)nnc1C1CCCCC1	-4	15	25	5	-4	3	-1.6	-24	1
53	O=C(COC(=O)c1ccco1)NC12CC3CC(CC(C3)C1)C2	3	0	-9	-7	17	1	-0.2	6	2
54	CCOC(=O)NN=C1CCC(c2ccccc2)CC1 (stereo not drawn)	6	10	-8	8	-12	0	-0.7	-9	-1
55	COc1ccc(NC(=O)CC2C(=O)N(C)C(=S)N2Cc2ccncc2)cc1 (stereo not drawn)	-6	-11	25	-17	11	17	0.5	-5	1
56	CC1CCN(c2c(NCc3ccc(C(=O)N4c5ccccc5CC4C)cc3)c(=O)c2=O)CC1 (stereo not drawn)	12	7	-12	-2	2	0	-1.9	-13	1
57	Cc1ccc(N2CC(C(=O)Nc3nnc(SCCN4CCOCC4)s3)CC2=O)cc1C (stereo not drawn)	13	0	-6	4	-5	0	1.4	5	0
58	Cc1ccc(S(=O)(=O)N(C)C)cc1NC(=O)CSc1ccc2c(c1)OCCO2	10	2	-21	1	2	4	-0.9	-7	2
